MrgX1 antag – antagonists of human MrgX1 receptor. Q96LB2. MRGX1-HEK293 calcium flux, Fluo-4, BAM8-22 antagonism; active compounds read low. B-score at 10 µM. actives 1.3% (n = 310,000). AID 588676;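 active = calcium-response B-score plate-corrected more than 3 library SD below zero, starting fluorescence within 5 deviations, no agonist response on first addition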;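 note: peak minus trough fluorescence over baseline after final BAM8-22 challenge near maximal dose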
MrgX1 allo act – human MrgX1 positive allosteric modulation, primary screen; B-score at 10 µM; MrgX1-HEK293, Fluo-4 calcium flux, FDSS; active compounds read high; Q96LB2; actives 0.63% (n = 310,000);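 active = plate-corrected calcium response at least 3 library SD above typical, normal starting fluorescence, not activating the receptor alone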;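 note: compound read alongside a low EC10 to EC30 dose of BAM8-22 agonist; peak minus trough fluorescence over baseline measured at the second addition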
TRPC6 inh – blocks the mouse TRPC6 cation channel; Q61143; HEK293-TRPC6, membrane potential dye, ACh-evoked depolarization; active compounds read low; B-score at 10 µM; actives 1.1% (n = 310,000);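 active = B-score under library mean minus 3 SD, initial fluorescence not abnormally high, positive integrated signal ratio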;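 note: B-score derived from integrated fluorescence ratio over the kinetic read; more negative B-score means stronger inhibition of depolarization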
TRPC6 activator – activates the mouse TRPC6 cation channel | Q61143 | HEK293-TRPC6 membrane potential dye fluorescence; active compounds read high | B-score at 10 µM | actives 0.13% (n = 310,000) | AID 2550;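 active = B-score of the integrated fluorescence ratio above library mean plus 3 SD, and starting fluorescence ratio within library mean plus 5 SD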;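 note: higher score means more depolarization so channel activation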
Platelet DG rel – platelet dense granule release activity; human platelet-rich plasma, SFLLRN dense granule ATP release, luminescence; inhibition, %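 (compounds screened at 7.5 µM in platelet-rich plasma)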; actives 0.22% (n = 300,000); AID 1663;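 active = mean replicate score, as percent of positive control, at or above 50; inconclusive = mean below 50 but at least one replicate at or above 50; inactive = mean and every replicate below 50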
RGS4 inh – human RGS4 inhibition; actives 0.45% (n = 310,000); HEK293 M3R/RGS4 inducible, Fluo-4 calcium flux; active compounds read high; triggered by carbachol at its EC20; B-score at 10 µM; P49798;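 active = B-score, a plate-corrected calcium signal, over three deviations above library mean, with baseline fluorescence within five deviations of library mean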;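 note: RGS4 expression induced by doxycycline in cells with stable M3 receptor; B-score is computed from the integrated fluorescence ratio over baseline after carbachol; higher B-score means a larger calcium signal and so more RGS4 inhibition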
TRPC4 block – inhibitors of mouse TRPC4 channel. Q9QUQ5. HEK293 TRPC4beta/mu-opioid, DAMGO-evoked Fluo4 calcium flux; active compounds read low. B-score at 10 µM. actives 0.39% (n = 300,000). AID 2247;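 active = B-score over 3 SD under the library average, no early fluorescence shift, positive overall ratio signal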
Target sequence (Q9QUQ5 whole entry, looked up): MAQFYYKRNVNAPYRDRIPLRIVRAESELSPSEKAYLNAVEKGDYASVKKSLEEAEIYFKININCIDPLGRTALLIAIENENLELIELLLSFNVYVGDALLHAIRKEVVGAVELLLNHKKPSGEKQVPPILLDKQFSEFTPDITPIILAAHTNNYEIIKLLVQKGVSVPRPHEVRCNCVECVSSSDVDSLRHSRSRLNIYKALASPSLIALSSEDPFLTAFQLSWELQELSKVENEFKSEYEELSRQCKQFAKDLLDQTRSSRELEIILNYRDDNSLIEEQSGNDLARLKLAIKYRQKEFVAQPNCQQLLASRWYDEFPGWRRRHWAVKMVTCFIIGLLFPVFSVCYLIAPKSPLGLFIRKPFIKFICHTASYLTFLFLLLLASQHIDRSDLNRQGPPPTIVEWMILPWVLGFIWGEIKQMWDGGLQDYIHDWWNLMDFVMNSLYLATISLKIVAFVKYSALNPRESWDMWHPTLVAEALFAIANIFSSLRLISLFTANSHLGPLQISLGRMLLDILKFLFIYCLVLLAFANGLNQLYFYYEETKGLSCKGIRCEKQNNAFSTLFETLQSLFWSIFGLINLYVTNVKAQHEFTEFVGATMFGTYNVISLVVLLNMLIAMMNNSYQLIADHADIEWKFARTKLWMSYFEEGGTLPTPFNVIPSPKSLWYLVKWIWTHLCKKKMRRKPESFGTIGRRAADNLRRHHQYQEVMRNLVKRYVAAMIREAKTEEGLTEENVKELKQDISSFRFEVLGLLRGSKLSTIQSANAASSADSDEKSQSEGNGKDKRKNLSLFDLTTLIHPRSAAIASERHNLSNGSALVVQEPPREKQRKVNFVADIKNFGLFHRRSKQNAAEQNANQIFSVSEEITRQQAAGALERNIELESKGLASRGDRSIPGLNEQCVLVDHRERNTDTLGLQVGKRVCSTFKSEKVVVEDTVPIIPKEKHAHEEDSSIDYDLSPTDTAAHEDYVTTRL
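System: stable TRPC4beta/mu-opioid receptor HEK293 cells; Dosing: single-point compound dosing; Measured by: Fluo4 Ca2+ flux fluorescence; Read-out basis: per-well B score of integrated baseline-normalized Fluo4 ratio.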
RGS4 pot – RGS4 potentiation or activation; HEK293 M3R/inducible RGS4, carbachol calcium flux Fluo4; active compounds read low; B-score at 10 µM; actives 0.92% (n = 310,000);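 active = B-score of the integrated calcium signal more than 4 SD below the library mean, with starting fluorescence not abnormally high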;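 note: negative B-score means reduced calcium response which marks RGS4 activation or potentiation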
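System: HEK293 FlpIn-TREx cells, stable M3R, doxycycline-inducible RGS4. Timing: overnight RGS4 induction, 30 min dye load 37 °C, 20 min compound RT. Also added: carbachol, ECmax concentration. Measured by: Fluo4 fluorescence kinetic imaging of calcium. Evaluation: integrated calcium ratio converted to B score.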
HIF act – HIF pathway transcriptional activation; actives 0.32% (n = 300,000); activation, % at 7.5 µM (by protocol); U2OS HRE-luciferase reporter, luminescence; normalized: DMSO 0%, desferrioxamine 100%;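 active = mean activation of at least 10% of the iron chelator positive control signal, with at least half of replicates also reaching 10%; inconclusive = mean and replicate majority disagree about reaching 10%; inactive = mean and most replicates under 10%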
MrgX1 ag – human MrgX1 receptor agonism, primary screen; B-score at 10 µM; Q96LB2; MrgX1-HEK293 cells, Fluo-4 calcium fluorescence, agonist mode; active compounds read high; actives 0.44% (n = 310,000); AID 588627;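 active = calcium response B-score plate-corrected fluorescence ratio at least 3 library SD, with starting fluorescence B-score inside 5 SD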
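System – MrgX1-expressing HEK293 cells · Incubation – cells plated overnight, dye loaded 0.5 h 37 °C, 0.5 h room temperature · Technique – kinetic Fluo-4 NW fluorescence of intracellular calcium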
SKKanGAS inh – SKKanGAS growth inhibition | S. pyogenes SKKanGAS, kanamycin growth, BacTiter-Glo, 6 h | inhibition, % at 7.5 µM | actives 1.3% (n = 300,000) | AID 1662;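 active = mean replicate score, as percent of positive control median, at least 50; inconclusive = mean below 50 but one replicate at or above 50; inactive = mean and every replicate below 50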;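 note: strain carries kanamycin resistance gene driven by streptokinase promoter and grows in 40 µg/ml kanamycin; loss of luminescence reflects streptokinase promoter inhibition or plain growth inhibition; 0% = median of DMSO wells and 100% = positive control at its reference dose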
* = called active by the depositor; i = inactive; ? = inconclusive; / = not tested or not shown.

molecule | MrgX1 antag | HIF act | TRPC6 inh | MrgX1 allo act | TRPC6 activator | RGS4 inh | TRPC4 block | Platelet DG rel | SKKanGAS inh | RGS4 pot | MrgX1 ag
CC1CCCCC1NC(=O)C1CCCN1S(=O)(=O)c1cccc2nsnc12 (centres undefined) | i | -0.4 | i | i | i | i | i | -9 | -3 | i | i
CN(C)/N=C/C=C1\CCC/C(=C/c2cccs2)C1=O | i | 10* | i | 9.4* | i | i | i | 6 | 11 | i | i
Cc1cc(OC(=O)c2ccccc2C(F)(F)F)c([N+](=O)[O-])c(=O)[nH]1 | i | -0.3 | i | i | i | i | i | -10 | 2 | i | i
Cc1ccc(C)c(-n2ccnc2SCC(N)=O)c1 | i | -0.7 | i | i | i | i | i | -9 | 0 | i | i
COc1ccc(Cl)cc1NC(=O)C(=O)NC1CCCCCC1 | i | -0.1 | i | i | i | i | i | -19 | -1 | i | i
O=C(c1ccc([N+](=O)[O-])c(CS(=O)(=O)c2ccc(Cl)cc2)c1)N1CCCC1 | i | 0.0 | i | i | i | i | i | 2 | -6 | i | i
CC(=O)c1ccc(NC(=O)c2ccc(C)c(Br)c2)cc1 | i | 1.4 | i | i | i | i | i | 4 | 5 | i | i
COc1ccc(NC(=O)c2cccnn2)cc1 | i | 3.4 | i | i | i | i | i | 10 | 4 | i | i
CCn1nc(C)c(/C=N/NC(=O)Cn2nccc2C)c1C | i | 1.9 | i | i | i | i | i | -7 | -7 | i | i
Cc1cc(NC(=O)CSCc2nc(-c3cccc(F)c3)oc2C)no1 | i | -0.3 | i | i | i | i | i | -24 | 1 | i | i
Cc1ccc2c(c1)C1CN(C)CCC1N2C(=O)COc1ccc(N(C)C(=O)c2ccccc2)cc1 (centres undefined) | i | -0.1 | i | i | i | i | i | 2 | 7 | i | i
CN(c1nnc(N)s1)C1CCCCC1 | i | 0.0 | i | i | i | i | i | 4 | 1 | i | i
NS(=O)(=O)c1ccc(CCNC(=O)CCCn2c(SCC(=O)N3CCCC3)nc3ccsc3c2=O)cc1 | i | 0.3 | i | i | i | i | i | 0 | -15 | i | i
O=C(NNC(=O)C1CCN(Cc2ccc(F)cc2Cl)CC1)Nc1ccc([N+](=O)[O-])cc1 | i | -0.1 | i | i | i | i | i | 2 | -27 | i | i
CN(Cc1ccco1)C(=O)c1c[nH]c2ccc(S(=O)(=O)Nc3ccc4c(c3)OCCO4)cc2c1=O | i | -1.1 | i | i | i | i | i | -48 | 4 | i | i
CCOc1ccc(S(=O)(=O)N2CCCC(C(=O)Nc3cc(C)cc(C)c3)C2)cc1 (centres undefined) | i | 0.1 | i | i | i | i | i | -1 | 23 | i | i
CSc1ccc(S(=O)(=O)N2CCC(C(=O)NCc3ccco3)CC2)cc1 | i | -0.1 | i | i | i | i | i | -17 | 0 | i | i
Cc1cc(O)cc(=O)n1Cc1ccco1 | i | -0.4 | i | i | i | i | i | -2 | 0 | i | i
O=C(Nc1nc2cc(Cl)ccc2s1)C1CCCN(S(=O)(=O)c2cccc3cccnc23)C1 (centres undefined) | i | / | i | i | i | i | i | -6 | 32 | i | i
CCc1ccc(C2=NN(CCC(=O)NC3CC3)C(=O)CC2)cc1 | i | 0.2 | i | i | i | i | i | -3 | -20 | i | i
CCC(=O)N(Cc1cc2ccccc2[nH]c1=O)C(C)C | i | -0.4 | i | i | i | i | i | -63 | 2 | i | i
CCOc1ccc(-c2nc(C#N)c(N3CCN(C)CC3)o2)cc1 | i | 0.1 | i | i | i | i | i | 6 | 5 | i | i
O=C(CSc1nc2ccccc2[nH]1)Nc1ccc(N2CCOCC2)cc1 | i | 0.0 | i | i | i | i | i | -4 | -6 | i | i
Cc1cccc(Cn2c(C(C)O)nc3ccccc32)c1 (centres undefined) | i | 0.0 | i | i | i | i | i | 3 | 6 | i | i

Quoted at random: 2 records from the list.
molecule | MrgX1 antag | HIF act | TRPC6 inh | MrgX1 allo act | TRPC6 activator | RGS4 inh | TRPC4 block | Platelet DG rel | SKKanGAS inh | RGS4 pot | MrgX1 ag
CCC(=O)N(Cc1cc2ccccc2[nH]c1=O)C(C)C | i | -0.4 | i | i | i | i | i | -63 | 2 | i | i
CCc1ccc(C2=NN(CCC(=O)NC3CC3)C(=O)CC2)cc1 | i | 0.2 | i | i | i | i | i | -3 | -20 | i | i

(continued)
molecule | MrgX1 antag | HIF act | TRPC6 inh | MrgX1 allo act | TRPC6 activator | RGS4 inh | TRPC4 block | Platelet DG rel | SKKanGAS inh | RGS4 pot | MrgX1 ag
Cc1ccc2c(c1)COc1c3ccc(C(=O)O)cc3nn1-2 | i | -2.3 | i | i | i | i | i | 16 | 13 | i | i
COC(=O)c1[nH]c2ccccc2c1NC(=O)Oc1ccccc1 | i | 0.5 | i | i | i | i | i | 13 | 27 | i | i
CCc1ccc2[nH]c(=O)c(C(c3nnnn3CCOC)N3CCN(c4ccc(F)cc4)CC3)cc2c1 (centres undefined) | i | -0.5 | i | i | i | i | i | -2 | 8 | i | i
CCCC(=O)N/C(N)=N/c1nc(C)c2cc(C)ccc2n1 | i | 2.4 | i | i | i | i | i | 4 | 14 | i | i
COc1ccc(S(=O)(=O)N2CCCC2CNC(=O)C(=O)NCc2ccc(C)cc2)cc1 (centres undefined) | i | 0.0 | i | i | i | i | i | 5 | -5 | i | i
COc1ccccc1CNC(=O)C1CCN(S(=O)(=O)c2ccc(N3CCCC3=O)cc2)CC1 | i | -0.1 | i | i | i | i | i | -8 | -2 | i | i
O=C(CN1C(=O)C2CCCCC2C1=O)OCc1nnc(-c2ccccc2)o1 (centres undefined) | i | -0.1 | i | i | i | i | i | 1 | 0 | i | i
CC(=O)OC1OCCOC1NC(=S)Nc1cccc(C(F)(F)F)c1 (centres undefined) | i | -0.1 | i | i | i | i | i | -1 | -13 | i | i
CC(=O)c1ccc(O)c(CSC2=NCCS2)c1 | i | -0.9 | i | i | i | i | i | 10 | 0 | i | i
CC1(C)CC(=O)C2=C(C1)N(c1ccccc1)C(N)=C(C#N)C2c1ccsc1 (centres undefined) | i | -0.2 | i | i | i | i | i | 0 | 5 | i | i
COC(=O)c1cc(S(=O)(=O)N2CCC(c3cc(OC)ccc3OC)C2)c[nH]1 (centres undefined) | i | -0.1 | i | i | i | i | i | 32 | 1 | i | i
CCCCNC(=O)N(CC)c1c(N)n(Cc2ccccc2)c(=O)[nH]c1=O | i | -0.1 | i | i | i | i | i | 0 | -1 | i | i
Cc1ccc(C)c(N2CCN(C(=O)Cc3ccc(-n4c(=O)[nH]c5ccsc5c4=O)cc3)CC2)c1 | i | -0.5 | i | i | i | i | i | -5 | 17 | i | i
O=C(NCCC(=O)N1CCNC1=O)OCc1ccccc1 | i | -0.2 | i | i | i | i | i | -5 | 2 | i | i
O=C(NC1CCCCCC1)C1CCC(=O)N(Cc2ccccc2F)C1 (centres undefined) | i | 0.4 | i | i | i | i | i | 5 | -1 | i | i
Cc1ccc(S(=O)(=O)c2cc(C#N)c(=O)[nH]c2N)cc1 | i | 0.3 | i | i | i | i | i | 5 | 3 | i | i
COc1ccc(C2NN=C(c3ccc(C)cc3)S2)cc1 (centres undefined) | i | ? | i | i | i | i | i | -3 | -7 | i | i
COC(=O)c1ccc(CO/N=C(\NC(C)=O)c2nonc2NC(C)=O)cc1 | i | 1.3 | i | i | i | i | i | 0 | 7 | i | i
Cc1nn(Cc2ccccc2Cl)c(C)c1NC(=O)c1ccn(C)n1 | i | 0.5 | i | i | i | i | i | 4 | -7 | i | i
Cc1cc(Cn2nnc3ccccc32)c(O)c(C(C)(C)C)c1 | i | -0.8 | i | i | i | i | i | 0 | 26 | i | i
CN(C)C(=O)c1ccccc1Sc1ccc(Cl)cc1Cl | i | 0.0 | i | i | i | i | i | -21 | 6 | i | i
Cc1cc(C)n2nc(C(=O)N/N=C/c3ccccc3Cl)nc2n1 | i | 0.3 | i | i | i | i | i | 3 | -4 | i | i
C=CCn1c(SCC(=O)NCC)nnc1-c1cc2c(s1)CCC(CC)C2 (centres undefined) | i | 0.4 | i | i | i | i | i | -12 | 9 | i | i
O=C(Nc1ccccc1)C1CCN(C(=O)c2ccco2)CC1 | i | -0.2 | i | i | i | i | i | 0 | -4 | i | i
CCOC(=O)c1c(NC(=O)CSc2nnc(Cc3csc(N)n3)n2C)sc(C)c1C | i | 0.0 | i | i | i | i | i | 3 | -2 | i | i
Cc1cccc(NC(=O)CSc2ncnc3nc[nH]c23)c1 | i | 0.2 | i | i | i | i | i | -1 | 1 | i | i
O=C(CSc1n[nH]c(-c2cccs2)n1)N1CCCCC1 | i | 0.0 | i | i | i | i | i | 38 | -3 | i | i
CO/N=C/c1ccc(Sc2ccccc2N)c([N+](=O)[O-])c1 | i | -0.4 | i | i | i | i | i | 1 | -4 | i | i
CC(C)CCNc1cc(=O)n(C)c(=O)n1C | i | -0.1 | i | i | i | i | i | 2 | 0 | i | i
COc1ccc(-c2csc3nc(-c4ccccc4F)oc(=O)c23)cc1OC | i | 1.0 | i | i | i | i | i | -10 | -1 | i | i
Nc1nc(-c2cccs2)c(NC(=O)c2ccccc2)s1 | i | 0.4 | i | i | i | i | i | -9 | 4 | i | i
CSCCC(N=C1NS(=O)(=O)c2ccccc21)C(=O)NCc1ccccc1F (centres undefined) | i | 0.2 | i | i | i | i | i | 16 | 2 | i | i
Cc1oc(-c2ccccc2)[n+]([O-])c1C | i | -1.7 | i | i | i | i | i | -5 | -1 | i | i
N/C(=N\OC(=O)CCC1CCCCC1)c1ccccn1 | i | 3.3 | i | i | i | i | i | 0 | -1 | i | i
CCN(CC)CC(=O)c1c[nH]c2ccc(OC)cc12 | i | -1.0 | i | i | i | i | i | / | 6 | i | i

Assay outcomes from PubChem BioAssay.

Compounds were not picked by outcome; overall some 6.1% were active at least once.
